# Screening data from PubChem BioAssay.
# DYRK1A inh – rat Dyrk1A kinase inhibitors, primary screen, biochemical, single point, plate reader. actives 0.43% (n = 310,000). Dual specificity tyrosine-phosphorylation-regulated kinase 1A (Rattus norvegicus), Q63470. inhibition, % at 12.5 µM. ADP-Glo luminescence, NFATc1 peptide; in the data active = inhibition above about 50%;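 note: plate controls were vehicle with enzyme for no effect and no enzyme for full effect; many of its hits are not listed in these tables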
# HSF1 inhib – HSF1 inhibitors in luciferase reporter cells, primary screen, cell-based, NIH3T3, luminescence. NIH3T3-HGL HSE-luciferase, MG132-induced, luminescence 8 h; active compounds read low. actives 0.77% (n = 300,000). activity change, negative = inhibition, % at 7.5 µM (by protocol);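 active = more than half of replicate wells show activity change below -50%, luminescence cut by over half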;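 note: luciferase reports HSF-1 transcriptional activity via heat shock element; 0% = median of DMSO wells and -100% = zero luminescence signal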
# KLF5 inhibitor – KLF5 expression inhibitors, primary screen, DLD-1 cells, luminescence. actives 0.23% (n = 290,000). inhibition, % at 5 µM. DLD-1 KLF5 promoter-luciferase reporter. AID 1700, 2009;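 active = inhibition above a per-plate limit of that plate's mean compound inhibition plus 3 SD, cut at about 60% in these data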;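 note: 0% = DMSO wells and 100% = LY294002 at 200 µM; higher means less KLF5 promoter-driven luciferase light; inactives centre near -14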
# IEC-6 cytotox – cytotoxicity in IEC-6 intestinal epithelial cells, primary screen, cytotoxicity control for KLF5 inhibitor project, cell-based, luminescence. IEC-6 cytotoxicity, luminescence viability. inhibition, % at 5 µM. actives 0.78% (n = 290,000); in the data active = inhibition above about 22%;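 note: 0% = plate median of test compound wells and 100% = cytotoxic reference compound wells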
# HSP90 inh – HSP90 inhibitors, primary screen, cell lysate, luminescence; Rabbit reticulocyte lysate, luciferase refolding luminescence, 3 h; inhibition, % at 5.6 µM; actives 0.91% (n = 290,000);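 active = inhibition above the screen-wide mean plus 3 SD, computed separately per campaign, cut at about 16% in these data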;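 note: 0% = DMSO wells and 100% = 60 µM geldanamycin wells; inhibitors lower the luminescence because luciferase stays unfolded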
# GSK3beta inhib – human GSK3beta kinase inhibitors, primary screen, biochemical, cell-free homogeneous, HTS | Glycogen synthase kinase-3 beta (Homo sapiens), P49841 | GST-GSK3beta kinase, ADP-Glo luminescence, 60 min; active compounds read low | activity score (negative = inhibition), % at 10 µM | actives 0.038% (n = 300,000) | AID 2097, 2009;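 active = more than half of replicate wells score below -50%, meaning over 50% inhibition versus plate controls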;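 note: 0% = median DMSO wells and -100% = median GW8510 positive control wells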
# Target sequence (P49841 whole entry, looked up): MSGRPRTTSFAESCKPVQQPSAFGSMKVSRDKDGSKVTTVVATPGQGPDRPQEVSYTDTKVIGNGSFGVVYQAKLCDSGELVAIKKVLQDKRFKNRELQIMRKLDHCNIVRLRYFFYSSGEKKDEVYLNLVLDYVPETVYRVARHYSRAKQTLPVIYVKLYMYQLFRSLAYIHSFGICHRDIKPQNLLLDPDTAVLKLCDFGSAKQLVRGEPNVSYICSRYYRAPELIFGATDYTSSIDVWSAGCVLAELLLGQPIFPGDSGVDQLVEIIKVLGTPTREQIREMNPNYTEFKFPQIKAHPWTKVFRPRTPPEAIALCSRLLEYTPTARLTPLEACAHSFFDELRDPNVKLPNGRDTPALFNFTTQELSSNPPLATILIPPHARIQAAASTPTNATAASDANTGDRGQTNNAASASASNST
#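 Assay system: GST-tagged human GSK3beta kinase, cell-free; Input: 1.6 ng GSK3beta; Medium: Tris/MgCl2 kinase buffer; Timing: 60 min enzyme reaction, room temperature; Signal: ADP-Glo luminescence quantifying ADP generated by kinase; Evaluation: score relative to plate controls; Benchmarks: DMSO neutral wells and GW8510 at 20 µM as positive.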
# HSF-1 act – HSF-1 activators, primary screen, NIH3T3-HGL cells, MG132 stress, luminescence, single point; NIH3T3-HGL HSF-1 luciferase reporter, 8 h; 100% = twice DMSO control signal; actives 1.7% (n = 300,000); activation, % at 9 µM;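 active = mean replicate activation of at least 50% with a set share of replicates each reaching 50%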;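 note: 0% = median of the neutral control wells and 100% = twice that signal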
# Platelet DG rel – inhibitors of platelet dense granule secretion, primary screen, cell-based, MLPCN, human platelets; human platelet-rich plasma, SFLLRN dense granule ATP release, luminescence; inhibition, %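 (compounds screened at 7.5 µM in platelet-rich plasma)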; actives 0.22% (n = 300,000); AID 1663, 2009;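 active = mean replicate score, as percent of positive control, at or above 50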
# aSyn UTR inh – MLPCN primary screen, SNCA 5' untranslated region. alpha-synuclein 5'UTR reporter, inhibitor activity. inhibition, % (tested at 7.5 µM). actives 0.82% (n = 300,000); in the data active = inhibition above about 60%;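 note: H4 neuroglioblastoma cells stably carrying SNCA 5'UTR luciferase fusion; 0% = DMSO wells and 100% = positive control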
# GSK3A inh – blockers of GSK3A enzyme activity – biochemical, luminescence, cell-free homogeneous, HTS, primary screen. AID 2650, 2010. GSK-3 alpha kinase, ADP-Glo luminescence, 60 min. inhibition, % at 10 µM. Glycogen synthase kinase-3 alpha (Homo sapiens), P49840. actives 0.1% (n = 320,000);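 in the data active = inhibition above about 50%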;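 note: GST-tagged GSK-3 alpha with peptide substrate and 25 µM ATP; 0% = DMSO neutral wells and 100% = GW8510 positive control wells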
# Target sequence (P49840 whole entry, looked up): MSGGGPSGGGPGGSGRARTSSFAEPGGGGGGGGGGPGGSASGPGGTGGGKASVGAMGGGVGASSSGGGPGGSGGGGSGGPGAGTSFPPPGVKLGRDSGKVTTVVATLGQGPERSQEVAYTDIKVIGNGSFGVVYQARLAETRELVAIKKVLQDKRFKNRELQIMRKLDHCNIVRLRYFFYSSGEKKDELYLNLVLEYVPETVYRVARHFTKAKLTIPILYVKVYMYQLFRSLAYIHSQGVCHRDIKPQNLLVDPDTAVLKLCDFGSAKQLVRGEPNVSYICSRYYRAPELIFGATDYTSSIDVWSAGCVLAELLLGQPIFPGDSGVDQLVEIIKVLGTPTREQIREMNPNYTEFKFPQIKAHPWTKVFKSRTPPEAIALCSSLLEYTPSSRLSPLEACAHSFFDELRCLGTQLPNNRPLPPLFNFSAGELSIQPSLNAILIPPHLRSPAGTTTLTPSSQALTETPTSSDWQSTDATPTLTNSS
# * = called active by the depositor; . = no result given.
SMILES,DYRK1A inh,HSF1 inhib,KLF5 inhibitor,IEC-6 cytotox,HSP90 inh,GSK3beta inhib,HSF-1 act,Platelet DG rel,aSyn UTR inh,GSK3A inh
O=C(Nc1ccncc1)c1ccc2c(c1)C(=O)N(C1CCCCC1)C2=O,-4,-37,12,-1,2,-1,-44,3,-10,0
COc1ccc(CN(Cc2cc3cccc(C)c3[nH]c2=O)C(=O)N(C)C)cc1,3,7,1,1,0,-2,11,1,7,-5
COc1ccc(CNC(=O)CN(C(=O)c2csnn2)c2cccc3ccccc23)cc1,-6,-5,16,10,-1,.,21,-1,3,-1
Cc1c(/C(O)=C2/C(=O)C(=O)N(CCN3CCOCC3)C2c2cccs2)cnn1-c1ccccc1 (stereo not drawn),-5,-1,-106,-6,45*,2,-6,-19,-155,2
CC(=O)Nc1ccc(Oc2ncccn2)c(Cl)c1,-9,-5,7,1,7,1,1,4,10,-3
CC(C)Nc1ncnc2c1cnn2Cc1ccccc1Cl,-1,-2,-3,2,-1,1,1,-7,6,-1
CC(=O)Nc1ccc(S(=O)(=O)N2CCN(CC(=O)N3CCOCC3)CC2)cc1,.,-5,-13,2,4,-1,-6,0,-17,-2
CN1CCN(CC(O)COc2ccc(C34CC5CC(CC(C5)C3)C4)cc2)CC1 (stereo not drawn),-2,.,-7,-7,0,.,.,.,.,.
Cn1cnnc1SCC(=O)Nc1cccc(C(=O)O)c1,-5,12,-13,1,-5,5,41,23,30,-1
Cn1c(=O)n(Cc2ccc(Br)cc2)c2ccccc21,3,16,-10,8,1,0,47,0,27,-1
O=C(Nc1ncccc1O)c1c(O)c2ccccc2[nH]c1=O,-7,3,11,4,1,0,2,2,2,-2
O=C(Nc1cccc(C(F)(F)F)c1)N(Cc1ccc(Cl)cc1)CC(O)C(F)(F)F (stereo not drawn),4,-2,-24,1,-4,0,-8,3,28,.
COc1ccc2oc(C(=O)OCC(=O)N(C)c3ccccc3)c(C)c2c1,-2,-1,.,.,.,0,-1,-2,-6,-1
O=C1NC2(CCCCCC2)C(=O)N1Cc1ccccc1Br,1,-3,-32,6,-1,1,5,-7,6,-2
CN1CCN(C(=O)CCn2c(=O)c3cccn3c3cccnc32)CC1,-1,-3,1,1,-2,1,9,-1,-26,-2
O=C(CCCN1C(=O)/C(=C/c2ccccc2Cl)SC1=S)NNC(=O)c1ccccc1Cl,-2,-38,27,-1,-2,1,-45,5,100*,0
O=S(=O)(Nn1cnnc1)c1ccccc1,3,-8,4,7,1,1,-11,4,-8,0
CCOC(=O)c1cc2c(=O)[nH]c(C(Cl)(Cl)Cl)nc2o1,.,-4,-44,1,3,-1,-6,-3,17,-3
O=C(Cc1cccc2ccccc12)Nc1cccnc1,-4,4,-30,4,6,0,-1,-1,10,0
COc1cc(/C=C\C(=O)NCc2ccc3[nH]c(C)cc3c2)cc(OC)c1OC,-3,-7,-23,-2,1,-18,-11,-1,6,0
O=C(NCCc1ccccc1)C1CCN(S(=O)(=O)c2cccc3nsnc23)CC1,-7,-2,-24,-1,-5,1,-9,-1,-7,-12
Cc1nc2ccccc2nc(C)c1=NOCc1cccc(Cl)c1,-1,2,-9,4,-1,1,8,-9,-7,-3
COc1ccc(S(=O)(=O)N2CCCCCC2)cc1C(=O)N(C)Cc1cccc(OC)c1OC,7,-1,.,.,.,0,4,-3,1,-3
O=C(O)CSc1ccccc1C(=O)O,5,-92*,-18,0,0,0,-94,2,4,-3
NC(=O)C1(N2CCCCC2)CCN(C(=O)CSc2nc3ccccc3o2)CC1,-12,-7,23,10,6,-1,-10,-2,18,-3
O=C1/C(=C/c2ccc(F)cc2)SC(=S)N1CCCC(=O)N1CCCCC1CCO (stereo not drawn),5,2,-16,3,4,1,-10,-1,-7,-3
CC1CCN(CC(O)COc2ccc(OCC(O)CN3CCC(C)CC3)cc2)CC1 (stereo not drawn),9,-2,-46,2,0,-1,-2,10,-19,-5
Cc1ccc(C(=O)c2cc([N+](=O)[O-])ccc2N2CCOCC2)c(C)c1,8,-27,74*,91*,0,3,-40,5,98*,.
COc1cccc(CNC(=O)CC2Sc3ccccc3NC2=O)c1 (stereo not drawn),5,-6,-16,0,0,0,3,-1,-16,-2
CCOC(=O)Nc1ccc2c(c1)N(C(=O)CCN(C)C)c1ccccc1CC2,.,-15,2,12,0,-22,-6,-4,-2,0
COC(=O)c1cccc(S(=O)(=O)N(Cc2ccco2)Cc2cc3cc(OC)ccc3[nH]c2=O)c1,6,7,-32,1,3,1,25,1,-18,-2
Cc1ccc(S(=O)(=O)NCc2ccccc2)cc1C(=O)N1CC(C)CC(C)C1 (stereo not drawn),.,3,.,.,.,-4,12,.,4,0
Cc1ccccc1S(=O)Cc1ccc(C(=O)NC2CC2)o1 (stereo not drawn),3,-6,-1,-5,-3,2,-11,-27,-17,0
CCCN(CCC)S(=O)(=O)c1ccc(C(=O)NNc2nc(-c3ccccc3)c3cc(Br)ccc3n2)cc1,-7,2,-30,-6,-1,3,-3,-10,34,-4
Cc1ccc(N2C(=O)C3C(C2=O)N2C(c4cccs4)C4C(=O)N(c5ccc(C)cc5)C(=O)C4N2C3c2cccs2)cc1 (stereo not drawn),-3,4,-21,16,2,3,4,1,-14,2
NS(=O)(=O)c1ccc(NC(=S)NC2CCCCCC2)cc1,-1,5,-4,-5,-2,-6,1,-1,12,0
Cc1cc(=O)oc2c3c(cc(OCC(=O)NCc4ccccc4)c12)OC(C)(C)CC3,6,-4,-7,4,4,2,13,2,1,-3
Cc1noc(C)c1C(=O)Nc1nc(C23CC4CC(CC(C4)C2)C3)cs1,11,8,-12,-4,-3,-3,12,-7,-1,0
COc1ccc(CN2CCN(C(=O)c3cccs3)CC2)cc1Br,4,2,-10,2,-1,3,-6,5,10,-3
Clc1ccc(C2=NNC(=NCc3ccccc3)SC2)cc1,.,19,-31,3,5,-2,11,-4,-54,-2
Cc1[nH]n(-c2ccccc2)c(=O)c1/C=N/NC(=O)COc1ccccc1[N+](=O)[O-],7,9,-28,1,-2,0,19,-1,5,0
Cc1ccccc1-n1c(C)cc(/C=C2\NC(=O)NC2=O)c1C,7,-6,-58,2,4,-1,-1,-4,-131,-3
CCOCCc1c(O)nc(SCCOc2ccc(C)c(C)c2)[nH]c1=O,-3,0,-13,0,0,0,-3,-6,-8,-3
Cc1ccc(S(=O)(=O)NCc2ccccc2)cc1C(=O)N(C)Cc1ccc(F)cc1,-2,0,-21,6,0,0,8,-18,10,-1
O=C(O)/C=C\C(=O)Nc1ccc(Oc2ccc(Br)cc2)cc1,-1,0,-15,12,-4,1,-10,-5,20,-4
S=C(NCCCN1CCOCC1)N1CCN(c2nc(-c3ccc(Cl)cc3)cs2)CC1,-3,2,-12,4,-3,3,7,-7,-8,0
Cc1ccc(C(=O)Nc2ccccc2C(=O)NCc2ccco2)cc1,-3,-7,.,.,.,.,-7,.,.,0
COc1ccc(C(O)(C(C)C)C(CN2CCOCC2)c2ccccc2)cc1 (stereo not drawn),0,-3,-30,-8,7,-1,6,-2,-5,2

# As entered above.
# Clc1ccc(C2=NNC(=NCc3ccccc3)SC2)cc1 in aSyn UTR inh reads -54
# Cc1ccc(C(=O)Nc2ccccc2C(=O)NCc2ccco2)cc1 in HSF1 inhib reads -7

# Other entries
SMILES,DYRK1A inh,HSF1 inhib,KLF5 inhibitor,IEC-6 cytotox,HSP90 inh,GSK3beta inhib,HSF-1 act,Platelet DG rel,aSyn UTR inh,GSK3A inh
Cc1cccc(NC(=O)NCc2ccc3c(c2)OCO3)c1,3,10,-45,-1,6,3,16,10,-67,0
CCOC(=O)C1(CCc2ccccc2)CCN(Cc2nccn2CC)CC1,-2,8,-19,5,3,-2,3,6,12,-4
CCOC(=O)N1CCN(C(=O)CN(c2cccc(C(F)(F)F)c2)S(=O)(=O)c2ccccc2)CC1,-2,.,-15,0,0,2,.,-10,22,-2
CC1=NOC(=O)/C1=C/c1ccc(-c2ccc(Cl)cc2)o1,-9,.,-32,-5,2,.,.,.,.,0
O=C(Cn1nnc2ccccc21)OCC(=O)c1ccc(Cl)c(Cl)c1,-2,-8,-36,-3,2,2,11,-6,7,9
CS(=O)(=O)c1ccc(C(=O)OCc2nnc(-c3ccc(Cl)cc3)o2)cc1[N+](=O)[O-],.,-96*,-8,4,-1,3,-95,-5,-23,-3
O=C(NNC1CC(=O)N(c2ccc3c(c2)OCCO3)C1=O)c1ccccc1 (stereo not drawn),5,-9,-28,2,0,-4,4,16,-21,.
COc1ccc(CCNc2ncnc3c2c(C)c(C)n3CCCN(C)C)cc1OC,-2,-6,-19,-2,-1,3,0,-3,-14,-3
CCn1cc2nc(SCC(=O)Nc3ccc(OC)c(OC)c3)n(Cc3ccc(OC)cc3)c(=O)c2n1,1,1,-1,1,0,0,-1,7,31,-2
CCn1c(N)nc2ccccc21,10,-5,-1,8,0,-1,15,4,1,.
CC(C)CCOc1ccc(C(=O)NCCC(=O)N2CCOCC2)cc1,13,9,-50,-2,-4,0,1,2,-82,-2
COc1ccc(/C=C/C(=O)NC(=S)NNC(=O)c2cc(OC)c(OC)c(OC)c2)cc1,2,-6,-20,6,26*,3,11,-12,46,-1
CC1CCC(C(C)C)C(OC(=O)COC(=O)c2cccn2C)C1 (stereo not drawn),-4,-3,-14,-2,-1,6,9,.,0,-1
COc1ccc(S(=O)(=O)N(C)c2ccc(C(=O)N3CCCC3)cc2)cc1OC,1,9,7,4,-1,1,15,-45,22,2
C=CCOC(=O)C1=C(C)NC(=O)NC1c1ccc(O)cc1 (stereo not drawn),3,4,-32,4,-3,0,-1,-4,7,1
Cn1c(Cn2nnc3ccccc32)nnc1SCC(=O)Nc1nccs1,0,-8,17,0,1,1,-4,3,19,2
CC(Oc1ccccc1Cl)c1nnc(N)s1 (stereo not drawn),3,-2,-33,11,4,-2,15,3,-1,0
CC1CCN(C(=S)NC(=O)c2ccc(C(C)(C)C)cc2)CC1,-10,0,-27,2,3,1,-14,-9,-36,.
CCCOc1ccc(C2C(C(=O)OC)=C(C)N=C3SCCC(=O)N32)cc1OCC (stereo not drawn),-3,-3,9,8,5,2,25,-2,-2,3
CCOc1ccc(C(=O)N/N=C/c2c(C)[nH]c(=O)[nH]c2=O)cc1,.,0,-21,-2,2,3,1,-6,13,0
CCC(=O)N1CCC(c2ccc(OC)cc2)=N1,-2,11,-42,2,2,3,24,-2,-75,-1
Cc1cc(C(=O)N/N=C/c2cccc([N+](=O)[O-])c2O)n[nH]1,-7,-7,-15,2,2,0,-16,11,-7,.

# This is a subset; the hit share may differ from the screen's.
